# V1aR counter = counter-screen for oxytocin receptor agonists: human V1a receptor agonists; 0.25% of 320,000 active; AID 2797; P37288; activation, % at 3 µM; CHO-V1R cells, Fluo-8 calcium fluorescence, agonist mode; 0% DMSO, 100% 3 nM vasopressin;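 active = activation above the mean activation of all tested compounds plus 3 SD, per screening run, cut at about 20% in these data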;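 also: signal is peak over basal fluorescence ratio across a 100 second FLIPR read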
# OXTR potentiate = potentiates the human oxytocin receptor response; 0.061% of 320,000 active; P30559; CHO-OTR cells, Fluo-8 calcium fluorescence, potentiator mode; 0% = oxytocin EC15, 100% = EC100; activation, % at 3 µM;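 active = activation above that plate's cutoff, the mean activation of tested compounds plus 3 SD, cut at about 6.6% in these data, passing the limit was not always enough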;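 also: 100% uses oxytocin at 75 nM as the full agonist control; some results filed as inactive read as strong as hits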
# Target sequence (P30559 whole entry, looked up): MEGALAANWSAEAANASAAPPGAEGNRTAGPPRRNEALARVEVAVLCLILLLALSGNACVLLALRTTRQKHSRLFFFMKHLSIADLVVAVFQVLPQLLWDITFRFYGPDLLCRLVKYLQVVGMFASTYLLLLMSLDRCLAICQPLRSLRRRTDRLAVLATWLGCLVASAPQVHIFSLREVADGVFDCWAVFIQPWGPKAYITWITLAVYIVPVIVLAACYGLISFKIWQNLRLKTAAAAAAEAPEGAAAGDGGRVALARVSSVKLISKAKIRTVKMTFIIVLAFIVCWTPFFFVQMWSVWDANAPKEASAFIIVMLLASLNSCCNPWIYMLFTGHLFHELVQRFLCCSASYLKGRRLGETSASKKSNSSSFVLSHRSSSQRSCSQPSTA
#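 Material: human OTR in CHO cells. Compound: 3.0 µM, one dose. Timing: compound 6 min at room temperature before oxytocin, 100 s read. Evaluation: % activation of max/min ratio relative to oxytocin controls. Replication: single well per compound, singlicate. Signal: Fluo-8 calcium dye fluorescence.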
# CHO-K1 Ca antag = nonselective inhibitor or artifact in parental CHO-K1 cells. inhibition, % at 3 µM. 0.6% of 360,000 active. ATP-induced calcium, Fluo-8 fluorescence. AID 602250;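 active = inhibition above a per-plate cutoff, the plate's mean sample inhibition plus 3 SD, cut at about 24% in these data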;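 also: 0% = DMSO plus EC80 ATP and 100% = DMSO alone without ATP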
# GPR7 antag = antagonists of human GPR7 (neuropeptides B/W receptor 1) | 1.1% of 290,000 active | P48145 | GPR7-expressing cells, fluorescence antagonist assay | inhibition, % at 4.4 µM; in the data active = inhibition above about 16%, passing the limit was not always enough;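 also: cells stimulated with the agonist NPW; 0% = agonist with vehicle and 100% = vehicle without agonist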
# Target sequence (P48145 whole entry, looked up): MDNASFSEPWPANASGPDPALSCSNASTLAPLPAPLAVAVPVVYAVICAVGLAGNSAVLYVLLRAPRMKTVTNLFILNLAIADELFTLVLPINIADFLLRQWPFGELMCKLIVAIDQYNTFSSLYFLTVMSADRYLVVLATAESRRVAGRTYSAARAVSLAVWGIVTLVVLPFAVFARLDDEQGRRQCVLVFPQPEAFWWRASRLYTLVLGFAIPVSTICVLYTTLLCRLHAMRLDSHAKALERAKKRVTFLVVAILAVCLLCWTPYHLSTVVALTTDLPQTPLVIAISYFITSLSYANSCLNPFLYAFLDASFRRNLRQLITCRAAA
# TAAR1 antagonist = human TAAR1 antagonism; Q96RJ0; CHO RD-HGA16 TAAR1, Fluo-8 calcium fluorescence, antagonist; inhibition, % at 3 µM; 1.5% of 360,000 active; AID 624466;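 active = inhibition above a per-plate cutoff, the mean inhibition of test compounds on that plate plus 3 SD, cut at about 49% in these data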;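 also: 0% = DMSO plus EC80 beta-PEA response and 100% = DMSO alone without agonist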
# Target sequence (Q96RJ0 whole entry, looked up): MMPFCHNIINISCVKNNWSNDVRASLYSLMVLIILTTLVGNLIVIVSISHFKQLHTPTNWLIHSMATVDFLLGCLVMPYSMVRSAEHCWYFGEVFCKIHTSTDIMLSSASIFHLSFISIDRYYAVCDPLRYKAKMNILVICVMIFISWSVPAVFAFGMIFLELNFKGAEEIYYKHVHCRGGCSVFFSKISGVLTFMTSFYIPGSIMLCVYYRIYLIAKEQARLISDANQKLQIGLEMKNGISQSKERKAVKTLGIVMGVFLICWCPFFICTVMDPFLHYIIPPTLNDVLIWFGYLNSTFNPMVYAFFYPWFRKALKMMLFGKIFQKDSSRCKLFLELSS
#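 Material: CHO RD-HGA16 cells bearing hTAAR1; compound dosing: one-point dosing, 3 µM nominal final; schedule: dye loading 75 min at 37 °C, then 30 min room temperature; measured by: calcium fluorescence with Fluo-8; control set: vehicle and agonist controls; replication: n of 1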
# M1 PAM parental = M1 PAM counterscreen hit in parental CHO-K1 cells; ATP EC20, Fluo-8 calcium fluorescence; 0% at ATP EC20, 100% at ATP max; activation, % at 3 µM; 0.02% of 360,000 active;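 active = activation above the run cutoff, the mean activation of all test compounds plus 3 SD, cut at about 40% in these data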;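 also: peak over basal fluorescence ratio in a 140 s read after ATP addition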
# OXTR ag = agonists of human oxytocin receptor | P30559 | CHO-OTR cells, Fluo-8 calcium fluorescence; normalized: DMSO 0%, oxytocin 100% | activation, % at 3 µM | 0.32% of 320,000 active;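 active = activation above the mean of all tested compounds plus 3 SD, cutoff set per screening run, cut at about 20% in these data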;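 also: peak over basal fluorescence ratio from a 100 s FLIPR kinetic read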
# CHO parental Ca = counter-screen for OX1R antagonists: effect in parental CHO cells; parental CHO-K1, ATP-induced calcium, Fluo-8 fluorescence; inhibition, % at 5.6 µM; 0.63% of 330,000 active;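 active = inhibition above that plate's mean sample inhibition plus 3 SD, cut at about 26% in these data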;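 also: 0% = ATP-challenged DMSO wells and 100% = DMSO wells without ATP; some compounds past the cut are filed as inactive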
#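 Test system: untransfected parental CHO cell line. Compound: one dose, 5.6 µM nominal. Detection: intracellular calcium via Fluo-8 no-wash fluorescent dye. Measure: % inhibition. Benchmarks: ATP-challenged DMSO wells low, unchallenged DMSO wells high.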
# CHO-K1 Ca ag = M1 agonist counterscreen hit in parental CHO-K1 cells; activation, % at 3 µM; Fluo-8 calcium fluorescence; scaled to maximal ATP response, vehicle zero; AID 602248; 0.48% of 360,000 active; in the data active = activation above about 15%;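 also: untransfected CHO-K1 host cells lacking M1 receptor as counterscreen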
# * marks the source's active call; other numbers are inactive results; · = no result given.
SMILES,V1aR counter,OXTR potentiate,CHO-K1 Ca antag,GPR7 antag,TAAR1 antagonist,M1 PAM parental,OXTR ag,CHO parental Ca,CHO-K1 Ca ag
CCCn1c(SCC(=O)N2CCN(c3ccc(OC)cc3)CC2)nc2c1c(=O)n(C)c(=O)n2C,0.8,-10,-15,-3,35,0,2.2,-18,6.0
CN(Cc1ccccc1)C(=O)c1cccnc1,-0.5,-9,4,-13,-9,10,-0.5,-6,-0.4
Cc1ccc(SC(C)C(=O)Nc2ncn[nH]2)cc1 (stereo not drawn),0.3,-2,-1,-14,4,-9,-0.3,-9,-0.3
c1ccc(N=Nc2ccc(C3=NCCO3)cc2)cc1,·,·,-4,·,-10,30,·,·,1.2
COCCC(=O)N1CCC(Oc2ccc(C(=O)N(C)Cc3cc(C)no3)cc2)CC1,1.4,-6,-3,-8,-8,-2,0.6,-11,0.3
O=C(CSc1nnc(NCc2ccccc2)s1)NC1CCS(=O)(=O)C1 (stereo not drawn),0.0,-3,-9,-8,-29,4,1.9,-9,0.5
CCc1ccc(NC(=O)/C(C#N)=C/c2cc3ccc(C)cc3nc2N2CCOCC2)cc1,-0.2,-8,0,-7,-17,5,-0.6,-11,0.3
O=C(Nc1ccc2ccccc2n1)Nc1cccs1,0.8,-1,-18,-8,-25,13,-0.6,0,4.4
CN(c1ccccc1)S(=O)(=O)c1ccc(C(=O)N2CCc3ccccc3C2)cc1,5.4,-6,-7,20*,28,12,1.2,-5,5.2
O=C1NC2(CCCCC2)C(=O)N1c1ccccc1,-0.8,-9,5,-13,7,17,-1.1,-11,3.0
O=[N+]([O-])c1ccc(Oc2cc(NC3CCCCCCC3)c([N+](=O)[O-])cc2[N+](=O)[O-])cc1,-0.2,1,-7,-3,13,9,-0.4,-15,0.5
O=C(CCN1C(=O)c2cccc3cccc(c23)C1=O)N1CCN(c2ccccc2F)CC1,1.2,-12,-5,-14,15,16,-0.2,3,0.4
CCCCn1c(CCC(=O)O)ccc1-c1cccs1,0.1,-7,-14,-2,-18,4,-0.5,-8,0.0
Cc1ccccc1CSc1nnc([C@@H]2CCCN2)o1,-0.1,1,-5,-9,5,8,1.3,-12,0.8
CC(=O)N(C)c1ccc(NC(=O)CCN2C(=O)c3ccccc3C2=O)cc1,1.0,-3,-13,-12,1,10,-0.1,-1,12
Cc1ccc(C(=O)N/N=C/c2cc(Br)ccc2O)cn1,6.7,-1,-5,-8,-5,-2,4.3,-21,1.0
O=[N+]([O-])c1cc(Oc2cccnc2)cc([N+](=O)[O-])c1,0.2,1,3,3,18,7,-1.0,-4,-0.1
CC(=O)N[C@@H](CC(=O)N[C@H](CCC(=O)O)C(=O)O)C(=O)O,0.9,-8,2,·,2,14,0.2,-10,5.6
Cc1ccccc1C(=O)N1CCC(n2nccc2NC(=O)C2CC2)CC1,-0.3,-8,1,-5,·,2,-0.3,1,0.6
O=C(Nc1ccc2c(c1)OCO2)C1CCCN(c2nc3ccccc3s2)C1 (stereo not drawn),1.6,-8,-12,-15,·,12,0.9,-12,5.7
COc1cccc(CN(C)S(=O)(=O)c2c(C)noc2C)c1OC,·,·,9,·,12,-19,·,·,0.1
CCOc1ccc(NC(=S)N2CCC(C(=O)c3ccc(F)cc3)CC2)cc1,·,·,7,·,-23,0,·,·,1.6
COc1ccccc1-n1c(SC(C)C(=O)NCC2CCCO2)nc2cc(Cl)ccc2c1=O (stereo not drawn),-0.6,1,2,·,-16,22,-1.0,-23,4.0
O=C1[C@H]2CCC=C[C@H]2[C@H](c2ccccc2Br)N1Cc1ccccc1,·,·,-16,·,8,-1,·,-32,0.1
Cc1cc2ccccc2n2c(SCC(=O)N3CCc4ccccc4C3)nnc12,0.6,-9,-2,-12,8,17,-0.5,-26,0.8
CC(CC1CC(C)(C)OC1=O)C(=O)Nc1nncs1 (stereo not drawn),0.1,-3,-22,-11,2,15,0.9,-5,0.5
O=C(c1ccccc1)c1ccc(COC(=O)c2cnccn2)cc1,3.9,-12,-7,0,-22,9,0.8,-4,4.3
COc1ccc(C2(C)NC(=O)N(CC(=O)NC3CC3)C2=O)cc1 (stereo not drawn),2.3,0,-7,·,-12,7,2.1,5,1.0
Cc1ccc(NC(=O)CSc2nnnn2C)cc1S(=O)(=O)N(C)C,0.7,0,3,-4,1,5,0.3,-10,-0.1
COc1ccc2c(CC(=O)OCC(=O)Nc3ccc(C)cc3)coc2c1,1.1,-3,0,·,0,-11,1.7,-15,-0.2
CCOC(=O)c1[nH]c2ccccc2c1NC(=O)CC(C)C,-0.8,2,12,·,7,-7,-0.4,-1,-0.2
CC1=Nc2ccccc2N=C(NC(=O)c2ccccc2)C1c1ccc(Cl)cc1 (stereo not drawn),-0.5,-6,6,-2,37,4,-1.7,18,2.3
Cc1cccc(NC(=O)CCC(=O)Nc2nnc(C3CCCCC3)s2)c1,5.2,-4,-11,3,-10,6,2.4,-24,0.8
Cc1cc(C(=O)OCC(=O)c2cccs2)c2ccccc2n1,-0.3,-2,4,5,1,10,-2.1,-23,3.7
O=C(c1ccco1)N1CCN(c2ncnc3c2[nH]c2ccc(Cl)cc23)CC1,8.6,-10,·,-11,·,·,4.6,-3,·
COc1ccc(CCNC(=O)CN2C(=O)c3ccccc3S2(=O)=O)cc1,0.4,-2,-2,-9,-5,12,0.3,6,0.3
COc1cccc(NC(=O)N2CCc3nc(NCc4cccc(Oc5ccccc5)c4)ncc3C2)c1,·,·,-7,·,-4,10,·,·,8.0
COc1ccc(CNC(=O)C2CCCN(S(=O)(=O)c3ccc(-n4cnnn4)cc3)C2)cc1 (stereo not drawn),3.9,-10,-12,11,-9,9,1.4,-5,1.9
CCOC(=O)C1(Cc2ccccc2C)CCCN(C(=O)c2ccc(OC)o2)C1 (stereo not drawn),0.1,-15,2,-1,-14,-5,-1.4,-21,0.2
CC(C)COc1ccc(C(=O)N/C(=C\c2cccc([N+](=O)[O-])c2)C(=O)O)cc1,0.3,8,-8,-17,-15,21,1.1,-6,1.0
COc1ccc(OC)c(/C=C2\SC(=S)N(NS(=O)(=O)c3ccc(C)cc3)C2=O)c1,0.5,-10,0,-16,-5,13,-1.8,-11,-1.0
COc1cc(OC)c(OC)cc1/C=N/Nc1ccc(Cl)nn1,·,·,-13,0,-8,13,·,·,-0.4
Cc1cccc(NC(=O)C2(c3ccccc3)CCOCC2)c1,-1.1,-5,8,-11,-2,-15,-1.7,-14,0.1
O=C1C(O)CCN1Cc1ccccc1 (stereo not drawn),·,·,-21,·,2,-2,·,·,0.2
CC(C)c1ccc(S(=O)(=O)c2cc3cc(Br)ccc3oc2=O)cc1,-0.3,-2,-4,-7,19,26,-2.1,-4,0.7
COC[C@H]1CCCN1c1ccc2c(c1)O[C@@H](COCc1ccccc1)CN([C@H](C)c1ccccc1)S2(=O)=O,·,·,1,·,-5,-5,·,·,0.0
CCn1c(SCC(=O)N2CCc3ccccc32)nnc1-c1c[nH]c2ccccc12,-0.9,-6,-11,23,55*,20,-1.1,-37,2.1
CN1CCN(Cc2c(O)ccc3occ(C(=O)c4ccccc4)c23)CC1,1.3,-9,-15,-2,2,21,4.4,-19,0.7
Cc1ccsc1C1CC(=O)OC2=C1C(=O)CC(C)(C)C2 (stereo not drawn),-0.5,7,·,3,·,·,0.7,-2,·
O=C(O)c1nc(N2CCCC2)ncc1Cl,0.1,2,-3,0,-7,25,0.5,-4,1.1
O=C(O)c1nccnc1C(=O)NCc1csc2ccc(Cl)cc12,0.9,6,-5,-8,-2,14,1.2,-14,0.8
CN(Cc1cccnc1)C(=O)c1ccc2nc(Cc3ccccc3F)oc2c1,3.5,-2,12,-10,-18,-10,1.9,-13,-0.1
COc1ccc(S(=O)(=O)N2CCCCC2)cc1NC(=O)CCNC(=O)c1ccc(Br)cc1,-0.9,-10,0,·,-3,-5,-1.1,-21,0.2
COc1ccccc1-c1noc(CSc2nc(N)cc(=O)[nH]2)n1,-0.3,-2,4,-4,-12,15,-0.2,1,6.8
Cc1occc1C(=O)NN1C(=O)C2C3CCC(O3)C2C1=O (stereo not drawn),0.1,-5,2,7,17,6,1.4,2,-0.1
CCOc1ccc(OCC)c(NC(=O)CCSCCc2ccccn2)c1,-1.0,7,-12,-5,-20,10,-1.1,-18,1.6
O=C(Nc1ccccc1)C1=C[C@H](c2ccc(C(F)(F)F)cc2)C[C@H](OCCCCO)O1,-0.2,-7,-4,·,-1,8,0.7,-11,0.4
Clc1ccc(C[n+]2cc(-c3ccc(Cl)cc3)n3c2CCC3)cc1,-1.1,-3,-12,-15,-18,17,-0.4,-5,4.0
O=S1(=O)N=C(N(CCO)/N=C/c2ccc(Cl)cc2)c2ccccc21,-0.1,6,-17,-5,17,19,0.1,-9,1.1
NC(=O)NC(CC(=O)OCC(=O)Nc1nnc(-c2ccccc2)o1)c1ccc(Cl)cc1 (stereo not drawn),·,·,-8,·,-22,17,·,·,-0.2

# Structures listed so far marked active in TAAR1 antagonist.
SMILES,OXTR potentiate,GPR7 antag,TAAR1 antagonist
CCn1c(SCC(=O)N2CCc3ccccc32)nnc1-c1c[nH]c2ccccc12,-6,23,55*

# Other compounds.
SMILES,V1aR counter,OXTR potentiate,CHO-K1 Ca antag,GPR7 antag,TAAR1 antagonist,M1 PAM parental,OXTR ag,CHO parental Ca,CHO-K1 Ca ag
CCOC(=O)CSC1=NC(=O)/C(=C/c2ccc(Br)cc2)S1,1.8,-10,11,-4,-10,-12,2.1,1,1.7
Cn1c(N)c(C(=O)CCl)c(=O)n(C)c1=O,0.3,5,-14,4,16,16,0.0,4,0.8
CC1CCC(NC(=O)CN2C(=O)NC(C)(C)C2=O)CC1 (stereo not drawn),0.3,-6,2,·,-8,-1,0.6,0,1.4
CC(C)NC(=O)C1CCN(C2CCN(Cc3ccc4cccc(F)c4n3)CC2)CC1,1.2,-4,-18,-7,-21,15,-0.1,-13,0.8
C/C=C/Cn1c(SC)nc2c1c(=O)[nH]c(=O)n2C,1.1,-6,-10,-8,-13,-3,0.5,-10,0.5
COc1cccc(-n2nnnc2SCC(=O)NC2CCCCC2)c1,1.0,-14,-21,14,-5,22,0.2,-15,1.9
CC(C)CCNC(=O)NC(=O)COC(=O)/C=C/c1cnc2ccccc2n1,0.5,-6,-3,-13,-11,4,-0.7,2,5.0

# An excerpt from above in order of their number in OXTR potentiate, high to low:
smiles	OXTR potentiate
Cn1c(N)c(C(=O)CCl)c(=O)n(C)c1=O	5
CC(C)NC(=O)C1CCN(C2CCN(Cc3ccc4cccc(F)c4n3)CC2)CC1	-4
CCOC(=O)CSC1=NC(=O)/C(=C/c2ccc(Br)cc2)S1	-10

# From PubChem
